Assay outcomes as filed in PubChem.
HP1b chromo inh: HTS for Inhibitors of HP1-beta Chromodomain Interactions with Methylated Histone Tails | hit rate 0.56% among 390,000 | Chromobox protein homolog 1 (Homo sapiens), P83916 | AlphaScreen HP1-beta / biotin-H3K9me3 peptide binding | Potency, µM (highest dose often 114 µM), inactives show at the top dose activity change, negative = inhibition, actives largely listed as inhibitors; note: potency is the fitted concentration of half-maximal effect; nearly all actives have a fitted effect of over 70% in size; inactives centre near 23
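Compound inhibition of the preformed complex between 50 nM HP1-beta and 50 nM biotinylated H3K9me3 peptide was read by AlphaScreen. Buffer was PBS pH 7.4 with 0.01% Tween-20. Incubations ran 30 min at room temperature, with 10 ug/mL donor/acceptor beads.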
USP1 inh: Inhibitors of USP1/UAF1: Primary Screen. Potency, µM (highest dose often 57.1 µM), without a hit: top-dose activity change, negative = inhibition, usual class: inhibitors. Ubiquitin carboxyl-terminal hydrolase 1 (Homo sapiens), O94782. hit rate 0.23% among 390,000. recombinant USP1/UAF1, Ub-Rhodamine cleavage fluorescence; note: potency is the fitted concentration of half-maximal effect; % is set by controls: 0 for no effect and ±100 for the full control effect; nearly all actives have a fitted effect of over 60% in size; inactives centre near -12
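1 nM enzyme complex + cpd, 15 min RT; start with Ub-Rho 150nM final; kinetic fluorescence ex 480/em 540, 6 reads q60 s. Buffer 50mM HEPES pH 7.8, 0.5mM EDTA, 0.1 mg/ml BSA, 1mM TCEP, 0.01% Tween-20.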
PI4K2A inh: qHTS for small molecular inhibitors of PI4K2A; purified PI4K2A, ADP-Glo luminescence, 1 h; stronger effect = lower value; Phosphatidylinositol 4-kinase type 2-alpha (Homo sapiens), Q9BTU6; hit rate 0.13% among 420,000; activity change, negative = inhibition, % at 76.9 µM; in the data active = activity change below about -50%; inconclusive = mostly about -30% to -49%;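 note: -100% = wells without enzyme as full effect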
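In this quantitative HTS, ADP production by PI4K2A was quantified luminescently after 1 h at ambient temperature; 100 microM adenosine served as plate-quality control.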
IDH1 R132H inh: qHTS for Inhibitors of mutant isocitrate dehydrogenase 1 (IDH1): qHTS. Isocitrate dehydrogenase [NADP] cytoplasmic (Homo sapiens), O75874. IDH1-R132H enzyme, NADPH consumption, diaphorase/resazurin fluorescence. Potency, µM (doses to about 76.6 µM), for the others: at the highest dose activity change, negative = inhibition, actives largely listed as inhibitors. hit rate 0.093% among 390,000; note: potency is the fitted concentration of half-maximal effect; % is set by controls: 0 for no effect and ±100 for the full control effect; nearly all actives have a fitted effect of over 65% in size
Target sequence (O75874 whole entry R132H, stated change not applied): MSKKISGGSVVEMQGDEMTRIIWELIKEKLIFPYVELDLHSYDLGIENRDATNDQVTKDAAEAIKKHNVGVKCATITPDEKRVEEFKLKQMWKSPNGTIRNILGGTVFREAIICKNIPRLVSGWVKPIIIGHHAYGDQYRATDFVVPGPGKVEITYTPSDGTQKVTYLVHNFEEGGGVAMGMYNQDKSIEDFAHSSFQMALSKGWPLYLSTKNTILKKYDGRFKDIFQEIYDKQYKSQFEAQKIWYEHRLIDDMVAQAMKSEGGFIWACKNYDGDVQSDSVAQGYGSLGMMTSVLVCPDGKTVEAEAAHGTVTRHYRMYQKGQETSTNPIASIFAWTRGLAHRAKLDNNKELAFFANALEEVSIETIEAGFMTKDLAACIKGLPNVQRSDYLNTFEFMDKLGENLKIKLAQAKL
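IDH1-R132H (0.5 ug/mL) preincubated 30 min with compound, then NADPH (0.016 mM) and alpha-KG (2 mM) added; 80 min at RT, pH 7.5. Remaining NADPH coupled via diaphorase/resazurin to fluorescence (540/590 nm); concentration-response curves normalized to no-enzyme control.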
TrxR1 inh: qHTS Assay for Inhibitors of Mammalian Selenoprotein Thioredoxin Reductase 1 (TrxR1): qHTS | Thioredoxin reductase 1, cytoplasmic (Rattus norvegicus), O89049 | hit rate 1% among 390,000 | Potency, µM (titrated, usually from 114 µM), for inactives: top-dose activity change, negative = inhibition, hits mostly inhibitors | recombinant rTrxR1, NADPH fluorescence consumption, selenite substrate; note: potency is the fitted concentration of half-maximal effect; % is set by controls: 0 for no effect and ±100 for the full control effect; nearly all actives have a fitted effect of over 65% in size
Target sequence (O89049 whole entry, looked up): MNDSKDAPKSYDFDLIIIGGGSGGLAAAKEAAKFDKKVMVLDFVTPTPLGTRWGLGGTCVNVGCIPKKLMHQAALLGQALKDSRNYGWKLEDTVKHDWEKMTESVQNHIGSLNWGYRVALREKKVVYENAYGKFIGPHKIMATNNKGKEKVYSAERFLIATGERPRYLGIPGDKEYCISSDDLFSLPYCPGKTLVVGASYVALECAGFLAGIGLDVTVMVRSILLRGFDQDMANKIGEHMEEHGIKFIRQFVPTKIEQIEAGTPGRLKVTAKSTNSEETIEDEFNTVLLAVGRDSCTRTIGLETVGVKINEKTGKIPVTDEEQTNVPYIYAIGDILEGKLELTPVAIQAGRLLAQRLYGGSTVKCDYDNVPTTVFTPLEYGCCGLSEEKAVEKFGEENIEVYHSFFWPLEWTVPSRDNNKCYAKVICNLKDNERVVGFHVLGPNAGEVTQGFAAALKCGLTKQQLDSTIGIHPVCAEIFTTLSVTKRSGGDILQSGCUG
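Rat TrxR1 (90 nM in the dispensed reagent) was pre-reduced with 400 uM NADPH for 5 min at room temperature, then incubated with compound for 15 min. After 400 uM selenite was added, NADPH fluorescence (Ex 340/Em 450 nm) was followed for 8 min.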
Tb PGK inh: qHTS Assay to Find Inhibitors of Phosphoglycerate Kinase; Potency, µM (highest dose often 57.5 µM), inactives show top-dose activity change, negative = inhibition, most hits filed as inhibitors; PGK/GAPDH coupled, Kinase-Glo luminescence, 60 min; hit rate 0.043% among 380,000; AID 602233, 2012; note: potency is the fitted concentration of half-maximal effect; % is set by controls: 0 for no effect and ±100 for the full control effect; nearly all actives have a fitted effect of over 60% in size
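Luminescent ATP detection (Kinase-Glo Plus) follows a 60-minute room-temperature incubation, with wells lacking PGK as controls. Buffer: 100 mM TEA (pH 7.6), 5 mM MgCl2, 0.01% Tween-20. Coupling enzyme GAPDH (100 nM final) supplies unstable 1,3-BPG in-well.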
Pin1 inh: qHTS Assay to Find Inhibitors of Pin1. Peptidyl-prolyl cis-trans isomerase NIMA-interacting 1 (Homo sapiens), Q13526. AID 504891, 2011. hit rate 0.009% among 390,000. Potency, µM (titrated, usually from 115 µM), for the others: at the highest dose activity, negative = inhibition, usual class: inhibitors. Pin1 FP peptide displacement, HiFluor488, 10 min; active = well fitted inhibition curve with a large enough effect in the polarisation, with a control signal flat, not every such curve was filed as active; inconclusive = small, poorly fitted or top-dose-only effect, or effect the other way, or a change in a side signal; inactive = no such curve, though single readings can be large or run the other way; the % refers to the polarisation; note: potency is the fitted concentration of half-maximal effect; % is set by controls: 0 for no effect and ±100 for the full control effect
Target sequence (Q13526 whole entry, looked up): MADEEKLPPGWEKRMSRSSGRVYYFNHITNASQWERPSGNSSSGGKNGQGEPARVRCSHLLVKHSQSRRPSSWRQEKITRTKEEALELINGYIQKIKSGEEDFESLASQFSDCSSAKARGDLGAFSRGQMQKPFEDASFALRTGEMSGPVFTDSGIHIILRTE
GLS inhibitor: qHTS for Inhibitors of Glutaminase (GLS); Potency, µM (titrated, usually from 45.5 µM), for inactives: top-dose activity change, negative = inhibition, most hits filed as inhibitors; GLS enzymatic activity, qHTS titration; hit rate 0.21% among 410,000; note: potency is the fitted concentration of half-maximal effect; % is set by controls: 0 for no effect and ±100 for the full control effect
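Enzyme dispensed in phosphate buffer (45 mM, pH 8.2, 0.02% Tween-20), compounds pinned in, then 1 mM L-glutamine solution and the glutamate oxidase–HRP–Amplex Red mix added; fluorescence read immediately and again after 30 min at room temperature.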
TrxR1 substrate: qHTS Assay for Substrates of Mammalian Selenoprotein Thioredoxin Reductase 1 (TrxR1): qHTS; hit rate 0.01% among 390,000; AID 588456, 2011; Potency, µM (titrated, usually from 114 µM), inactives show top-dose activity change, negative = substrate turnover; purified TrxR1 substrate turnover, NADPH consumption readout; note: potency is the fitted concentration of half-maximal effect; % is set by controls: 0 for no effect and ±100 for the full control effect; nearly all actives have a fitted effect of over 50% in size
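Rat TrxR1, dispensed at 90 nM, was prereduced with 400 uM NADPH (final) for 5 min at ~22 deg C, then incubated with compound 15 min before 400 uM selenite. A first-read NADPH fluorescence drop versus no-compound background flagged substrates.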
* hit, by the source's call; i = inactive; ? = inconclusive; nt = not tested or not shown; & = joins results of further samples; [ ] = remark or other dose. Unless noted, calls come from the whole dose curve; as a rule, active = well fitted curve in the direction sought with a large enough effect; inconclusive = small, poorly fitted or top-dose-only effect, or another doubt; inactive = no such curve, though single readings can be large; an effect the other way counts as inactive or inconclusive. Some of the compounds tested; count on the stated rates, not on these rows.

Order of results – HP1b chromo inh	USP1 inh	PI4K2A inh	IDH1 R132H inh	TrxR1 inh	Tb PGK inh	Pin1 inh	GLS inhibitor	TrxR1 substrate
- CC(C)CN(C(=O)Cn1ccccc1=O)C1CCS(=O)(=O)C1 (centres undefined)
 : 25%	-26%	-3	4%	14%	i	3%	0%	3%
- CN(Cc1cccc2ncccc12)C(=O)CC1C(=O)NCCN1Cc1ccc(F)cc1 (centres undefined)
 : 47%[activator]	-23%	1	11%	7%[57.1 µM]	-4%	1%	-2%	3%[57.1 µM]
- CCOc1ccc(N(C)c2ccc(/C=C3/SC(=S)NC3=O)cc2)cc1
 : ?	?	-6	-6%	-19%	-9%	?	17%	-8%
- CCOC(=O)c1cc(-c2ccc(C)cc2)n(CCC(=O)Nc2ccc(OC)c(OC)c2)c1C
 : ?	?	2	-3%	19%	-2%	4%	-27%	-1%
- CCOC(=O)c1ccc(-n2c(N)c(C(=O)NCc3ccco3)sc2=S)cc1
 : 16µM*	-21%	-2	17%	-9%	-2%	-7%	5%	-6%
- CN1CCN(S(=O)(=O)c2ccc(Oc3ccc(Br)cc3F)nc2)CC1
 : 9%	-3%	4	-2%	1%[57.1 µM]	-1%	2%	10%	-1%[57.1 µM]
- O=C(COc1coc(CN2CCc3ccccc3C2)cc1=O)Nc1cccc([N+](=O)[O-])c1
 : 23%	-13%	-5	1%	-3%[57.1 µM]	-1%	-1%	2%	-1%[57.1 µM]
- O=C(COc1ccccc1Cl)Nc1ccc(N2CCN(C(=O)c3ccccc3)CC2)cc1
 : -2%	-6%	4	8%	0%	2%	18%	22%	-4%
- CN(CC(=O)Nc1ccc(N2CCOCC2)cc1)CC(=O)Nc1ccc(N2CCOCC2)cc1
 : 27%	-1%	-1	7%	15%	0%	-3%	25%	-2%
- Cc1occc1C(=O)Nc1cccc(Cl)c1Cl
 : 19%	-29%	2	6%	11%	-5%	-8%	-6%	0%
- Cc1ccccc1OC(C)C(=O)Nc1ccc(S(=O)(=O)N2CCCC2)cc1 (centres undefined)
 : 15%	-17%	5	3%	-3%	2%	-19%	5%	-5%
- O=C(CN1CCOCC1)Nc1ccc(Cl)cc1
 : 21%	-7%	-6	0%	20%	-2%	-2%	0%	-4%
- CCC1(CC)NC(=O)N(CC(=O)Nc2cccc3ccccc23)C1=O
 : 33%	-14%	3	2%	-26%[57.1 µM]	i	-8%	-13%	5%[57.1 µM]
- O=c1c2ccccc2sc2ccc(C#CC3(O)CCCCC3)cc12
 : 55%[activator]	-23%	-18	1%	13%	-10%	37%[activator]	-4%	10%
- Cc1cc(C(=O)Nc2ccccc2N2CCOCC2)c(C)o1
 : 9%	-7%	2	1%	17%[57.1 µM]	14%	3%	9%	7%[57.1 µM]
- COC(=O)C1=C(C)NC(=O)NC1c1ccc(-c2ccccc2Cl)o1 (centres undefined)
 : -10%	-9%	-3	1%	16%[57.1 µM]	i	?	1%	7%
- CCOC(=O)c1c(C)c(-c2ccccc2)n(CC(=O)NCc2cccc(OC)c2)c1C
 : 23%	-18%	-1	6%	17%	-6%	5%	-2%	14%
- O=C(NCc1ccccc1)C1CCC(CNS(=O)(=O)c2ccc(Br)s2)CC1 (centres undefined)
 : 12%	-11%	-8	-14%	5%	-1%	4%	-1%	-2%
- Cc1csc(NC(=O)C(CC(C)C)NS(=O)(=O)c2ccc3c(c2)oc(=O)n3C)n1 (centres undefined)
 : 34%	?	4	15%	17%	i	-6%	-9%	-2%
- Cc1ccc(-n2c(=O)c3c(c4cc(C)ccc4n3C)n(Cc3ccc(F)cc3)c2=O)cc1
 : 28%	-14%	-3	12%	10%	-2%	-8%	-6%	15%
- COc1ccc2c(c1)C=C(C(=O)OCc1cccnc1)CO2
 : -1%	?	15	-1%	9%[57.1 µM]	-1%	4%	1%	-4%
- COC(=O)Oc1nsnc1N1CCOCC1
 : ?	2%	0	-3%	2%	-10%	?	-22%	3%
- O=C(NCc1cccnc1)C(=O)NCC1OCCN1S(=O)(=O)c1ccc(Cl)cc1 (centres undefined)
 : 25%	-10%	-5	-2%	2%[57.1 µM]	-5%	5%	-1%	10%[57.1 µM]
- O=C(Nc1ccn(CCCNCCc2ccccn2)c(=O)n1)OCc1ccccc1
 : nt	?	-2	23%	nt	-9%	nt	4%	nt
- N#CCC1c2ccccc2CCN1C(=O)Nc1cccc(C(F)(F)F)c1 (centres undefined)
 : 36%	-15%	-4	8%	26%	0%	0%	-11%	3%
- NC(N)=NC(N)=Nc1ccccc1
 : 23%	-3%	-2&-4	-4%	25%[57.1 µM]	-16%	2%	7%	10%[57.1 µM]
- COc1ccc(N(C)C(=O)c2cnc(N3CCN(c4ncccn4)CC3)c3ccccc23)cc1
 : 20%	-19%	-3	2%	-15%	-10%	-4%	-4%	-12%
- COc1ccc(C(C)(C)C)cc1NC(=O)COC(=O)CSCc1c(C)noc1C
 : 45%[activator]	-1%	0	-6%	-4%	3%	-7%	2%	-9%
- C=CCNS(=O)(=O)c1cc2c3c(c1)CCN3C(=O)CC2
 : -7%	-7%	1	0%	-1%	1%	?	0%	-7%
- O=C(CSc1ncccn1)NCc1cccc(Cl)c1
 : 28%	-22%	-2	1%	18%	-8%	-3%	2%	4%

Entries of single compounds, quoted from the list.
Cc1cc(C(=O)Nc2ccccc2N2CCOCC2)c(C)o1 as listed: HP1b chromo inh: 9%; USP1 inh: -7%; PI4K2A inh: 2; IDH1 R132H inh: 1%; TrxR1 inh: 17%[57.1 µM]; Tb PGK inh: 14%; Pin1 inh: 3%; GLS inhibitor: 9%; TrxR1 substrate: 7%[57.1 µM]
O=C(COc1ccccc1Cl)Nc1ccc(N2CCN(C(=O)c3ccccc3)CC2)cc1 as listed: HP1b chromo inh: -2%; USP1 inh: -6%; PI4K2A inh: 4; IDH1 R132H inh: 8%; TrxR1 inh: 0%; Tb PGK inh: 2%; Pin1 inh: 18%; GLS inhibitor: 22%; TrxR1 substrate: -4%

Next section:
Order of results – HP1b chromo inh	USP1 inh	PI4K2A inh	IDH1 R132H inh	TrxR1 inh	Tb PGK inh	Pin1 inh	GLS inhibitor	TrxR1 substrate
- C=CCOc1ccccc1CNCc1ccc(F)cc1
 : 36%[activator]	-4%	2	11%	18%	i	8%	-1%	-2%
- Cc1cc(NC(=O)CSCC(=O)OC(C)C(=O)c2cc(C)c(C)cc2C)no1 (centres undefined)
 : 37%	-20%	4	6%	-1%	6%	7%	2%	-5%
- COc1ccc(Cn2c(SCC(=O)N(C)Cc3ccccc3)nc3ccccc32)cc1
 : 38%	-27%	3	-1%	11%[57.1 µM]	-7%	15%	-8%	0%[57.1 µM]
- O=[N+]([O-])c1ccc(/C=N/Nc2nc(N3CCCC3)nc(N3CCCC3)n2)o1
 : 11%	-20%	-3	4%	-59%[57.1 µM]	nt	?	2%	10%
- N#Cc1c[nH]n2c(NC3CCCCC3)c(-c3cccc(Cl)c3)nc12
 : 32%	-4%	1	-10%	2%	i	1%	?	-1%
- N=C1CCCN1c1ccccc1O
 : 64%[activator]	-5%	0	-14%	-1%	6%	4%	6%	-5%
- O=C(c1ccc(Br)c([N+](=O)[O-])c1)N1CCN(Cc2ccccc2)CC1
 : 26%	-18%	-2	15%	9%	i	2%	-4%	-1%
- CCC(c1nnnn1Cc1ccco1)N1CCN(C(=O)c2ccco2)CC1 (centres undefined)
 : 29%	0%	2	2%	-1%[57.1 µM]	0%	-10%	2%	14%[57.1 µM]
- COc1ccc2cnn(CCOc3ccccc3)c(=O)c2c1OC
 : 15%	-8%	4	0%	-7%[57.1 µM]	-2%	0%	4%	13%[57.1 µM]
- CCC(CC)NCc1ccc(OC)cc1OC
 : 19%	-7%	-4	9%	5%	-2%	-3%	0%	-8%
- NC(=O)CC[C@@H]1NC(=O)[C@@H]2CCCN2C(=O)c2cc([N+](=O)[O-])cc(F)c2NCCC[C@@H](C(N)=O)NC1=O
 : 37%	-12%	0	1%	13µM*	-9%	-1%	-11%	-8%
- CC(NS(=O)(=O)c1ccc(Cl)c(Cl)c1)C(=O)OCC(=O)Nc1ccc2c(c1)OCO2 (centres undefined)
 : 16%	-22%	-2	2%	8%[57.1 µM]	i	-3%	2%	-6%
- COc1ccc(NS(=O)(=O)c2cc(C(=O)N3CCC3)ccc2C)cc1
 : 25%	-14%	8	2%	-7%	i	0%	-1%	-3%
- COC(=O)C1=C(c2ccccc2)c2ccccc2S(=O)(=O)N1CC(=O)Nc1cccc(C(C)=O)c1
 : 14%	-3%	-3	-3%	1%	0%	21%	1%	-9%
